Screening results: PubChem BioAssay, National Center for Advancing Translational Sciences (NCATS)
GAA glycogen: GAA glycogen-cleavage inhibition or activation. P10253. recombinant GAA, glycogen substrate, Amplex Red glucose oxidase fluorescence. Potency, µM (series often up to 76.4 µM), without a hit: at the highest dose activity change, negative = inhibition, most hits filed as inhibitors. 300,000 compounds, 0.38% hits;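 also: 0% = full enzyme reaction and -100% = no-enzyme basal signal; the screen sought inhibitors and activators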
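Recombinant human enzyme (4 nM); glycogen substrate; 37 C, 40 min, pH 5.0. Readout: coupled glucose oxidase/Amplex Red fluorescence.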
aGlu spleen mod: lysosomal alpha-glucosidase (human) modulation; human spleen homogenate, 4-MU-alpha-glucoside fluorescence; P10253; 240,000 compounds, 0.006% hits; Potency, µM (top dose mostly 79.9 µM), for the others: top-dose activity change, negative = inhibition, hits mostly inhibitors;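 also: 0% = enzyme with vehicle and -100% = no enzyme basal signal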
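Compounds were titrated against alpha-glucosidase in spleen homogenate at pH 5.0, with 1 mM 4-methylumbelliferyl substrate for 40 min at 37 C. Reactions were quenched with pH 10 NaOH/glycine and fluorescence measured.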
L3MBTL1 block: inhibitors of human L3MBTL1; AlphaScreen L3MBTL1–H3K9me1 peptide binding; AID 485360; Potency, µM (top dose mostly 57.1 µM), without a hit: at the top dose activity, negative = inhibition, most hits filed as inhibitors; Q9Y468; 230,000 compounds, 0.66% hits; also: nearly all actives have a fitted effect of over 60% in size
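AlphaScreen assay: L3MBTL1 (50 nM final) was preincubated 30 min at room temperature with biotinylated H3(1-15)K9me1 peptide (75 nM final), then 30 min with library compounds; streptavidin donor and nickel chelate acceptor beads (10 ug/mL final) added, 30 min dark.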
TRb-SRC2 inh: inhibitors of human thyroid hormone receptor beta-SRC2 interaction; 280,000 compounds, 0.065% hits; TRbeta-SRC2 peptide binding, fluorescence polarization; receptor liganded with 1 µM T3; Potency, µM (top dose mostly 106 µM), without a hit: at the top dose activity change, negative = inhibition, actives largely listed as inhibitors; AID 1469;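 also: plate controls were bound peptide for no effect and peptide without receptor for full effect; nearly all actives have a fitted effect of over 50% in size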
Target sequence (P10828 whole entry, looked up): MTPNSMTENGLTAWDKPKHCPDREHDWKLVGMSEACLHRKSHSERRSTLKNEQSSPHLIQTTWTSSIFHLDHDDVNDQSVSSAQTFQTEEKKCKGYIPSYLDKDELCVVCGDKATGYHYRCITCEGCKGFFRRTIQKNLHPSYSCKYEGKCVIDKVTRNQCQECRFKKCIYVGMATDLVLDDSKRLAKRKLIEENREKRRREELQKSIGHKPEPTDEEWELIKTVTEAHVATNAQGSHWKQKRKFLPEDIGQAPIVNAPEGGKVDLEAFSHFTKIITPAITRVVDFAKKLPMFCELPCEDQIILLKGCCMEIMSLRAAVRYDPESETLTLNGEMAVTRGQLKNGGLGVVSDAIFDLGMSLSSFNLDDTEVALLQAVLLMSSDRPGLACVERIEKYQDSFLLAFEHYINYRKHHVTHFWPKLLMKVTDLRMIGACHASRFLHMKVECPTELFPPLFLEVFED
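TRb LBD 0.6 uM + Texas Red SRC2 peptide 20 nM, 1 uM T3, Tris buffer w/ 5% DMSO; compound pinned, 5 h RT; FP read ex 555/em 632; normalized to unbound and bound controls.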
GoLoco inh red: inhibitors of human Gai1-RGS12 GoLoco interaction (red fluorophore); P63096; Gai1:RGS12 GoLoco peptide FP, rhodamine, 10 min; Potency, µM (titrated, usually from 61.6 µM), without a hit: at the highest dose activity, negative = inhibition, usual class: inhibitors; 230,000 compounds, 0.44% hits; AID 880; active = well fitted inhibition curve with a large enough effect, not every such curve was filed as active; inactive = no such curve, though single readings can be large or run the other way; also: nearly all actives have a fitted effect of over 30% in size; many of its hits are not listed in these tables
Target sequence (P63096 whole entry, looked up): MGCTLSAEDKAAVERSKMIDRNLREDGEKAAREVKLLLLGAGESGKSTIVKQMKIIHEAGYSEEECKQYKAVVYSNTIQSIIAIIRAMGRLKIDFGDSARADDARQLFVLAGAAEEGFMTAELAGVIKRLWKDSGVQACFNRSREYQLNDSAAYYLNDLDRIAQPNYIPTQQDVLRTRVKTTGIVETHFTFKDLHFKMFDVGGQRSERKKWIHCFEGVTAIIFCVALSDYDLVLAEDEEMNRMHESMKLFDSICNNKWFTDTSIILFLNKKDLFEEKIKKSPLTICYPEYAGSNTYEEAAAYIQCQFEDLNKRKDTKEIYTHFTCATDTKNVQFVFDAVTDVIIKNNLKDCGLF
RECQ1 helicase: RECQ1 (human) helicase inhibition | P46063 | RECQ1 DNA unwinding, red fluorescence kinetic read | Potency, µM (titrated, usually from 57.3 µM), without a hit: at the highest dose activity, negative = inhibition, hits mostly inhibitors | 240,000 compounds, 0.54% hits;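 also: plate controls were vehicle for no effect and no enzyme for full effect; nearly all actives have a fitted effect of over 30% in size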
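RECQ1T1 50 nM; forked duplex (20 bp + 30-nt ss tails) 200 nM, ATP 2 mM final; pH 8.0, 2 mM MgCl2, 2.5 ug/ml poly(dI-dC); 15 min compound preincubation; discontinuous kinetic read over 2 h at RT.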
GAA inhib: blocks human lysosomal alpha-glucosidase; P10253; purified human GAA, 4-MU-alpha-glucoside fluorescence; Potency, µM (series often up to 76.9 µM), inactives show top-dose activity change, negative = inhibition, hits mostly inhibitors; 200,000 compounds, 0.005% hits;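 also: plate controls were uninhibited enzyme wells for no effect and no-enzyme background for full effect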
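Read-out is 4-methylumbelliferone fluorescence (Ex 365/Em 440 nm) after NaOH/glycine stop at pH 10. Enzyme 4 nM, substrate 400 uM, pH 5.0 citrate buffer, 20 min room temperature; AC50 from Hill-equation concentration-response.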
TexasRed fluor: Texas Red fluorescence interference in TRb-SRC2 counter-screen. TRb/SRC2 Texas Red total fluorescence interference. Potency, µM (top dose mostly 106 µM), inactives show at the top dose fluorescence change, negative = quenching. 280,000 compounds, 0.29% hits. AID 1479; active = well fitted curve in either direction with a large enough effect; inconclusive = small, poorly fitted or top-dose-only effect
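Human TRb ligand-binding domain at 0.6 uM with 20 nM Texas Red SRC2 peptide in Tris buffer containing 1 uM T3 and 5% DMSO, incubated with compound 5 h at ambient temperature. Total fluorescence (555/632 nm) calculated as parallel + 2 × perpendicular.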
The depositor's hits bear a star; i = inactive; ? = inconclusive; · = not tested or not shown; & = joins results of further samples; [ ] = another dose, or the depositor's remark. Unless noted, calls follow the shape of the dose curve; as a rule, active = well fitted curve in the direction sought with a large enough effect; inconclusive = small, poorly fitted or top-dose-only effect, or another doubt; inactive = no such curve, though single readings can be large; an effect the other way counts as inactive or inconclusive. Unless noted, % is scaled to controls: 0 for no effect and ±100 for the full control effect; potency is read from the fitted curve at half-maximal effect. Not all compounds are listed; the hit share may differ from the screen's.

Sequence of screens: aGlu spleen mod, L3MBTL1 block, TRb-SRC2 inh, GAA glycogen, GAA inhib, TexasRed fluor, RECQ1 helicase, GoLoco inh red
COc1ccc(CC(=O)Nc2ccc(-c3noc(-c4ccccc4OC)n3)cc2)cc1
→ -7.5%, ·, 3.8%, -4.5%, -5.3%, -5.7%, -2.4%, -2.0%
CCOC(=O)C1NN=C(C(=O)c2ccccc2)C1c1ccc(OC)cc1 (centres undefined)
→ 2.5%, ·, 2.7%, -4.6%, -6.9%, -0.3%, -16.8%, 14.7%
CCC(CC)C(=O)Nc1cccc(SC)c1
→ -14.1%, 2.7%, -7.0%, -9.1%, 3.2%, -5.6%, -9.0%, 5.5%
CCOC(=O)N1CCC(NC(=O)c2ccc(N3CCC4(CC3)OCCO4)c([N+](=O)[O-])c2)CC1
→ 0.0%, ·, -8.3%, 1.7%, -8.4%, -2.2%, -5.4%, -2.3%
CC(=O)Nc1ccc(S(=O)(=O)NNC(=O)c2cccc3ccccc23)cc1
→ 4.8%, ·, 0.9%, -8.4%, -6.0%, -0.6%, i, 2.2%
COc1ccc(CCN2C(=S)N(C)C(=O)C2CC(=O)Nc2ccc(OC)cc2)cc1 (centres undefined)
→ -3.8%, -7.1%, 1.7%, -4.6%, -12.4%, 0.1%, -1.0%, 6.0%
CC(Sc1ccsc1[N+](=O)[O-])C(=O)NCc1ccco1 (centres undefined)
→ -0.2%, ·, 1.0%, 3.7%, -0.6%, -2.7%, -9.2%, 14.9%
CCOCCCNC(=O)C(c1ccccc1)N(Cc1cccs1)C(=O)c1ccccc1O (centres undefined)
→ 0.1%, ·, -0.9%, 3.5%, -0.7%, -6.8%, -5.1%, 7.5%
CC(C)(C)C(=O)Nc1cccc(C(=O)c2cccc(NC(=O)C(C)(C)C)c2)c1
→ 2.3%, ·, -3.1%, -4.9%, -1.4%, -3.7%, -3.1%, 3.0%
Cc1cc(C)cc(N2C(=O)CC(N3CCOCC3)C2=O)c1 (centres undefined)
→ -5.9%, -2.5%, -2.0%, 2.8%, 3.0%, -5.6%, -7.5%, 0.8%
Cc1cc(N2CCOCC2)ccc1/C=C1\NC(=O)N(Cc2ccccc2)C1=O
→ 2.8%, 2.9%, -2.7%, -17.7%, 5.1%, 0.3%, 0.0%, 5.0%
Cc1c(O)c(=O)ccn1Cc1ccccc1
→ -17.9%[17.4 µM], 1.0%, 3.8%[11.2 µM], -3.2%, 0.9%, -1.3%[11.2 µM], -4.4%[11.5 µM], 4.2%
CCOC(=O)c1c(NC(=O)CN2CCOCC2)sc2c1CCCC2
→ -2.7%, -7.7%, -15.4%, 10.0%, 1.0%, 1.6%, -8.5%, -3.1%
CCN(CC)CCCNC(=O)c1ccccc1C
→ -1.0%, -3.6%, 5.5%, 1.0%, -9.3%, -4.3%, -3.1%, 7.6%
C/C(=C\c1ccccc1)C1NC(=O)c2c(sc3c2CCCC3)N1 (centres undefined)
→ -5.2%, 1.7%, -3.0%, ?, 2.0%, 7.2%, -6.8%, -6.6%
COc1ccc(C(=O)N/C(=C/c2cccnc2)C(=O)N2CCOCC2)cc1OC
→ -3.6%, 3.3%, -2.4%, -2.9%, ·, 3.7%, -4.4%, -0.3%
CCOC(=O)c1sc(NC(=O)c2ccco2)nc1C
→ 4.5%, 0.4%, -4.6%, 5.4%, -0.3%, 0.3%, 1.7%, 6.7%
CCOC(=O)Cc1csc(NC(=O)CSc2nnc(-c3ccncc3)o2)n1
→ -2.5%, 16.8%, -6.2%, 21.3%, 5.0%, -0.8%, i, 3.5%
COc1ccc(COCC(O)CN(Cc2ccco2)Cc2ccccc2O)cc1 (centres undefined)
→ -7.1%, -5.6%, 0.0%, -13.9%, -1.2%, -0.1%, -2.0%, 0.7%
Cc1cc2c(OCC(O)CN3CCCCC3)cccc2[nH]1 (centres undefined)
→ ·, -5.4%, -2.0%, -5.4%, -0.8%, -6.7%, -3.3%, 10.3%
O=C(NCCN1CCOCC1)c1ccc(N2CCCC2)c([N+](=O)[O-])c1
→ -0.7%, 28.1%, -6.8%, 5.7%, 2.0%, -2.5%, -6.0%, 2.5%
O=C(Oc1ccc2cccc(OC(=O)N3CCOCC3)c2c1)N1CCOCC1
→ -3.7%, ·, -5.2%, 0.0%, 4.6%, -3.1%, -1.9%, 10.8%
Cc1ccc(C)c(C2=CSC3=NCCN23)c1
→ -5.8%, -3.2%, 7.3%, -4.8%, -12.4%, 0.8%, -4.2%, -8.9%
O=C(NC1CCCC1)C(c1cc2c(cc1[N+](=O)[O-])OCO2)N1CCCC1 (centres undefined)
→ -2.6%, -4.6%, -2.2%, -0.8%, 4.3%, -1.2%, -0.8%, 5.3%
CCc1nnc(NC(=O)OCc2ccccc2)s1
→ 12.0%, -0.2%, -27.8%, 0.4%, -2.6%, -1.6%, -1.7%, -0.4%
CC1(C)NC(=O)N(CCOCCOc2ccccc2)C1=O
→ -3.3%, ·, 6.6%, -0.5%, -5.5%, -5.7%, -3.0%, -9.2%
Cc1cccc(-n2nnnc2SCC(=O)c2cc(C)n(Cc3ccco3)c2C)c1
→ -2.6%, -8.8%, -7.8%, 7.0%, ?, -1.2%, i, 2.3%
COc1ccc(C)cc1NC(=O)CN(Cc1nnc(-c2ccc(Cl)cc2)o1)C1CCCC1
→ -9.5%, 1.5%, -1.9%, -12.5%, -7.9%, 1.2%, -10.3%, 15.4%
COc1ccc(-c2ccccc2)cc1NCc1ccccc1C
→ 4.0%, -11.0%, -5.9%, 2.6%, ?, 0.1%, -2.0%, -1.3%
CCCC(=O)c1ccc(N2CCCCC2)c(F)c1
→ -1.2%, 25.1%, -3.8%, 7.6%, 14.2%, -2.3%, i, 15.2%
O=C(Cn1c(=O)oc2cc(S(=O)(=O)N3CCCC3)ccc21)Nc1ccccc1Br
→ -2.0%, ·, 4.5%, -3.8%, ·, -0.5%, 9.7%, 0.4%
Cc1ccc(NC(=O)CSc2nc3[nH]ncc3c(=O)[nH]2)cc1
→ 2.4%, ·, -2.2%, -2.5%, 3.9%, -2.3%, -1.5%, 11.8%
Cc1ccc(S(=O)(=O)O/N=C2/CCCc3occc32)cc1
→ -4.8%, 0.9%, 2.1%, 13.4%, 0.8%, -9.3%, -6.4%, -3.4%
CN(C)S(=O)(=O)c1cccc(C(=O)Nc2ccc(S(=O)(=O)N3CCCC3)cc2)c1
→ 10.2%, -0.6%, -0.9%, -7.8%, -4.1%, -4.6%, 13.7%, 8.3%
Nn1c(Nc2ccccc2)nc2sc3c(c2c1=O)CCC3
→ -28.6%, ·, -3.3%, -4.2%, -0.8%, 0.5%, -13.6%, -3.8%
CCn1ncc(Br)c1C(=O)Nc1cc(C(=O)OC)ccc1C(=O)OC
→ 0.3%, ·, -2.9%, -3.1%, ?, -3.1%, -8.2%, 2.2%
Cn1cc(C=C2C(=O)Nc3cccnc32)c2ccccc21
→ -4.7%&-4.3%, ·, 2.3%&-1.5%, ·, ·, -7.8%&-8.7%, -25.5%&-5.4%, 0.3%
COC(=O)c1sc2nc(SCC(=O)N(C)c3ccccc3)n(N)c(=O)c2c1C
→ 5.6%, ·, -4.6%, -3.8%, -0.9%, -1.4%, -5.2%, -25.3%
Cc1ccc(C(=O)NCCSc2c(C)[nH]c3ccccc23)cc1[N+](=O)[O-]
→ -1.6%, -6.9%, 12.9%, -4.5%, 1.6%, 0.8%, -0.7%, -11.5%
CSc1ccccc1NC(=O)c1cnccn1
→ -6.4%, 0.3%, 1.7%, -9.2%, 3.1%, 3.1%, -13.5%, 37.0%[activator]
O=C(CSc1nnc(-c2ccncc2)n1Cc1ccco1)Nc1nccs1
→ 5.0%, 6.9%, 0.1%, -0.9%, 3.6%, -3.5%, i, -3.9%
Cc1ccccc1OCC(=O)N/N=C/c1sc(=O)n(Cc2cccc(C(=O)O)c2)c1Cl
→ -4.8%, -14.7%, -1.9%, 1.3%, ·, -0.8%, -1.0%, 20.2%
CN1CCN(c2ccc(S(=O)(=O)N3CCCCC3)cc2NC(=O)Cc2ccc(Cl)cc2)CC1
→ -5.2%, 5.8%, -8.8%, 6.2%, ?, 0.8%, -1.7%, 0.3%
Cc1cccnc1Nc1nc(-c2ccc(O)cc2O)cs1
→ 6.5%, -7.3%, 6.0%, ?, ?, -2.5%, -6.8%, ·
Cc1ccc(C(=O)c2sc3nsc(C)c3c2N)cc1
→ 3.9%, ·, -22.8%, 5.6%, 6.3%, 1.4%, i, -27.8%
O=C(CSc1ccccn1)Nc1ccc2c(c1)OCCO2
→ -9.0%, ·, -3.5%, 1.3%, ·, -1.9%, 0.6%, 3.3%
O=C(CSc1ccc(Cl)cc1)NC(=O)NCc1ccco1
→ -9.6%, ·, 5.8%, 2.4%, -6.2%, -1.6%, -1.8%, 1.1%
O=C(O)/C=C/c1cnc[nH]1
→ -4.4%&8.2%, 0.4%, -5.7%&3.7%, -0.9%, -4.1%[15.4 µM], -3.6%&-2.6%, -0.1%&-29.4%, 13.7%&8.7%
O=S(=O)(CCSc1ccc(C(F)(F)F)cn1)c1ccccc1
→ -4.6%, 12.1%, -6.6%, -0.6%, -7.4%, -0.3%, 0.8%, 6.7%
O=C(O)CC(CC(=O)Nc1ccccc1C(=O)O)c1ccccc1 (centres undefined)
→ 0.3%, ·, 0.0%, -4.9%, ·, -1.8%, -3.4%, -3.9%
Cc1ccc(NC(=O)NCc2ccccn2)cc1
→ 7.3%, ?, 0.8%, -9.6%, 10.3%, 0.0%, -28.2%, 3.0%
Cn1nnnc1SCC1=C(C(=O)O)N2C(=O)C(NC(=O)C(OC=O)c3ccccc3)C2SC1 (centres undefined)
→ -11.4%, ·, 10.5%, ·, ·, 0.4%, i, 2.2%
